ADAM10 inh: inhibitors of human ADAM10. actives 0.62% (n = 370,000). recombinant ADAM10, EDANS/DABCYL FRET peptide cleavage, 3 h. O14672. inhibition, % at 7 µM;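 active = inhibition above a per-campaign cutoff equal to the mean of compounds falling between control-based bounds plus 3 SD, cut at about 20% in these data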;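 also: 0% = DMSO wells while the 100% control is not disclosed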
SMARCA2 activ: activators of SMARCA2 function; activation, % at 9.1 µM; actives 1% (n = 370,000); MG213 cells, MMTV-luciferase reporter, dexamethasone, overnight; AID 652017; in the data active = activation above about 7.8%;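 also: 0% = vehicle wells and 100% = reference activator wells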
ssDAF-12 act: S. stercoralis DAF-12 activation, primary screen. activation, % at 6.8 µM. AID 652126. HEK293 ssDAF-12/GRIP1 lit1-tk-luc reporter, luminescence; % of 3 µM dafachronic acid response. actives 1% (n = 370,000);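 active = activation above the mean over all tested compounds plus 3 SD, cut at about 0.9% in these data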;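 also: 0% = DMSO-only wells and 100% = 3 µM delta7-dafachronic acid wells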
DAX1 inh-1: NR0B1 (DAX1) inhibition; actives 0.99% (n = 340,000); AID 504766; HEK293 Gal4-DAX1 luciferase reporter, luminescence; P51843; inhibition, % at 6.75 µM;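 active = inhibition above the mean over all tested compounds plus 3 SD, cut at about 4.2% in these data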;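 also: 0% = DAX1-transfected cells with DMSO and 100% = empty-vector control cells with DMSO; inhibition shows as a rise in luminescence from relieved DAX1 repression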
Target sequence (P51843 207-470 limits assumed): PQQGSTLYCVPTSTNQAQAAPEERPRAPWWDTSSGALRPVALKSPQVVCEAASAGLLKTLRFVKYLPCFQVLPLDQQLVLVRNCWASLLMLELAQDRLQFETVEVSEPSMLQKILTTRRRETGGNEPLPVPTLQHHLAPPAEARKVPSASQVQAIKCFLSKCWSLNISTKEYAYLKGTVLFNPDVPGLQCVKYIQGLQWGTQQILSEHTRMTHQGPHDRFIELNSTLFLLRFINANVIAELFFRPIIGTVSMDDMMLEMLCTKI
PG9 Ab binder: binds the HIV-1 gp120 antibody PG9; TR-FRET gp120-PG9 antibody binding; inhibition, % at 6.7 µM; actives 0.43% (n = 360,000); in the data active = inhibition above about 8.5%
NPR1 activator: GC-A (human) enzyme activation | HEK293 GC-A cells, cGMP TR-FRET, EC30 ANP; 0% at EC30 ANP, 100% saturating ANP | activation, % at 10 µM | actives 0.14% (n = 370,000) | AID 1671463; in the data active = activation above about 40%
GAA850 FXN act: increases GAA850 frataxin promoter reporter activity. HEK293 lucGAA850 FXN promoter luciferase reporter, 24 h; percent of 10 µM SAHA response. activation, % at 6 µM. actives 0.56% (n = 360,000). AID 540364;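 active = activation above the average of all compounds screened plus 3 SD, cutoff fixed separately per campaign, cut at about 7.5% in these data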;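 also: 0% = DMSO wells and 100% = 10 µM SAHA wells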
ADAM17 inh: inhibits human ADAM17; P78536; recombinant ADAM17, EDANS/DABCYL FRET peptide cleavage; inhibition, % at 6.95 µM; actives 0.83% (n = 370,000); AID 720648;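 active = inhibition above the mean of compounds lying between control limits plus 3 SD, set per campaign, cut at about 8.5% in these data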;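 also: 0% = DMSO-only wells as the low control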
Target sequence (P78536 215-824 limits assumed): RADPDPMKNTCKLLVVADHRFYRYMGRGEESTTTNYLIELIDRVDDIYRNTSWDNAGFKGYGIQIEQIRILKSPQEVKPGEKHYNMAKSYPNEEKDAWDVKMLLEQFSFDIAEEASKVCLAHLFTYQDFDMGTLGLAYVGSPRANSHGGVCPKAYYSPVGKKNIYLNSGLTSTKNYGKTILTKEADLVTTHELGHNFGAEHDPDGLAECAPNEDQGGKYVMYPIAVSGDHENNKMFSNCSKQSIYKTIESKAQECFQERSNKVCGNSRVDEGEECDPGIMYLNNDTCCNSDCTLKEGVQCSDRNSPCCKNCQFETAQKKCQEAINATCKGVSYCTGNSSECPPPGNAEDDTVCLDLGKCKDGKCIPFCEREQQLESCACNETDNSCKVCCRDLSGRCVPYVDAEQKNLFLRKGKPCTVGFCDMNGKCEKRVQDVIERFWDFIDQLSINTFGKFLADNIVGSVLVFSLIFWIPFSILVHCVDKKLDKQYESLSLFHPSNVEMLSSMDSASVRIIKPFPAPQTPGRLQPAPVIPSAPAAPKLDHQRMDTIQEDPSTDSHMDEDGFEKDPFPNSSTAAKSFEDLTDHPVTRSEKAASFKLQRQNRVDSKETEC
DAX1 inh-2: blocks DAX1 repression of SF-1 activated StAR promoter; HEK293T StAR-luciferase reporter, SF-1/DAX-1 repression relief; inhibition, % at 6.8 µM; actives 1.1% (n = 370,000); AID 652010;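 active = inhibition above the mean over all tested compounds plus 3 SD, cut at about 3.6% in these data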;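 also: 0% = DAX-1 cells with DMSO and 100% = cells lacking DAX-1 with DMSO; higher inhibition means more luminescence from relief of DAX-1 repression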
hgDAF-12 ag: agonists of H. glycines DAF-12 nuclear receptor. actives 1.8% (n = 370,000). HEK293 GAL4-hgDAF12 UAS-luciferase reporter, agonist luminescence; normalized to butyrate control. activation, % at 6.8 µM. AID 687014;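 active = activation above a cutoff set at the mean of all screened compounds plus 3 SD, cut at about 10% in these data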;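 also: 0% = DMSO wells and 100% = sodium butyrate wells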
hcDAF-12 act: H. contortus DAF-12 activation, primary screen. HEK293 hcDAF-12 lit1-tk-luc reporter, luminescence; 0% DMSO, 100% Δ7-dafachronic acid. activation, % at 6.8 µM. actives 1.4% (n = 370,000). AID 652067;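 active = activation above the mean of all tested compounds plus 3 SD, cut at about 5.5% in these data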;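 also: 100% = response to 3 µM Δ7-dafachronic acid high control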
Active calls of the source: *; x = no result given; & = joins results of further samples.

SMILES	ADAM10 inh	SMARCA2 activ	ssDAF-12 act	DAX1 inh-1	PG9 Ab binder	NPR1 activator	GAA850 FXN act	ADAM17 inh	DAX1 inh-2	hgDAF-12 ag	hcDAF-12 act
COc1cccc(CNC(=O)CSc2nnc3c(n2)[nH]c2ccccc23)c1	3	-1	-1.4	0.0	-0.1	-6	2.0	3	-0.4	-0.2	-1.1
c1ccc2oc(Cc3ccc(Cc4nc5ccccc5o4)cc3)nc2c1	3	-4	-1.9	-1.6	-0.1	2	-2.7	0	-2.7	-5.0	-2.1
O=[N+]([O-])c1ccc(OCC(O)CNC2CCCC2)cc1 (stereo not given)	10	-3	-1.9	-1.2	-1.2	-4	-0.1	-4	0.4	-2.5	-0.3
O=[N+]([O-])c1cc(Br)c(O)c(/C=N/Nc2nc3ccccc3s2)c1	1	-3	-0.4	2.0	1.1	9	-0.2	1	-0.6	-0.9	5.8*
O=C(NCc1ccc(F)cc1)C1CCCN(c2nc3ccccc3o2)C1 (stereo not given)	0	6	-1.5	x	x	-5	x	-1	-0.7	0.2	0.2
COc1ccc(C(=O)N/N=C/c2ccc(OC)c(OS(=O)(=O)c3ccccc3)c2)cc1	10	1	-1.9	-1.4	-2.1	0	1.9	2	-0.5	1.4	-0.2
Cc1ccc2c(c1)-c1cc(C)ccc1C2=O	-12	3	-0.6	1.0	-0.1	-2	-1.0	-6	-0.2	2.5	1.8
O=C(COC(=O)COc1ccc(Cl)cc1)NC1CCCCCC1	-4	-1	-1.6	-0.5	-1.8	-2	0.1	0	0.4	-0.1	0.3
Cc1onc(-c2c(F)cccc2Cl)c1C(=O)ONC(=O)c1ccco1	-13	-2	0.1	0.3	-2.0	2	-0.8	-5	0.1	-2.0	0.6
COc1cc(NC(=O)C2=C(C)OCCS2)c(Cl)cc1C(=O)NCCN1CCN(C)CC1	6	-4	-1.5	-0.6	-2.3	6	1.3	-3	0.1	1.6	-1.3
Cc1ccc2c(CSc3nnc4ccccn34)cc(=O)oc2c1C	-4	1	-1.7	-0.4	-2.9	-5	-0.9	-2	0.2	1.8	-0.1
COc1ccc(C(=O)OCCN(C)C2CN(Cc3cn(Cc4cccc(F)c4)nn3)S(=O)(=O)C2)cc1OC (stereo not given)	-12	-1	-1.6	x	x	2	x	-7	-1.1	0.0	-0.6
CCOC(=O)Cn1c(CCC(=O)O)ccc1-c1ccc(F)cc1	-246	-2	-1.6	0.0	3.5	-1	1.2	-57	0.3	-0.9	0.2
CC(C)(C)Nc1c(-c2ccc(O)cc2)nc2ccc(Cl)cn12	-14	-1	0.5	1.9	-0.9	2	1.4	-8	-0.2	0.5	-1.7
CSc1nc2ccccc2n1CC(=O)Nc1cc(C(F)(F)F)ccc1N1CCOCC1	-1	-4	-1.3	0.7	0.7	-5	-0.3	-3	-0.6	0.4	-1.4
Cc1cc(C(=O)c2cnc(/N=C/N(C)C)s2)cc(C)c1O	-32	-2	-1.0	-0.3	0.4	-2	-1.4	-7	-0.1	1.5	-1.8
COc1ccccc1CNc1nc(NCC2CC2)nc2ccsc12	-9	-6	-1.4	x	-0.2	0	0.3	-3	-4.6	-6.1	-4.7
CCC(C)(C)NC(=O)C(c1ccc(C)cc1)N(Cc1ccco1)C(=O)Cn1nnc2ccccc21 (stereo not given)	-4	-4	-0.6	-0.1	2.1	-22	2.0	-7	-0.5	-0.9	-0.9
CCCCCCCCCCCCNC[C@@H]1CSCCS(=O)(=O)N1	-4	-4	0.1	x	-0.9	-6	x	-2	-1.6	0.2	2.3
CCOC(=O)c1cnc2c(c(C)nn2CC)c1NCCN1CCOCC1	-3	0	-1.3	-1.0	0.3	8	3.5	-1	-0.5	-2.8	-0.6
COc1ccc(N2C(=O)CCC(C(=O)N3CCCCCC3)C2c2ccc(OC)c(OC)c2)cc1 (stereo not given)	-14	-1	-1.4	0.8	-0.2	-6	-1.9	-4	0.7	2.0	0.7
C/C(=N\NC(=O)c1ccc(Br)cc1)c1cccnc1	0	0	-0.9	0.4	-0.5	5	4.2	-2	1.0	1.4	-0.2
C/C(=N\NC(=O)CC1N=C(Cc2ccccc2)NNC1=O)c1ccccc1 (stereo not given)	6	0	-1.0	0.2	1.3	-5	-0.4	-5	-0.5	-1.6	-1.2
CCN1CCCC1CNS(=O)(=O)c1ccc(Cl)c(C(F)(F)F)c1 (stereo not given)	-6	-2	-1.3	-0.9	-0.1	-4	1.4	-6	-0.2	1.9	3.2
O=C(Nc1ccc(N2CCOCC2)cc1)C1CCN(S(=O)(=O)Cc2ccccc2)CC1	2	2	-0.8	1.8	-0.4	-4	3.4	-1	0.0	1.7	-1.4

Structures above with bromine, in the order listed:
SMILES	ADAM10 inh	SMARCA2 activ	ssDAF-12 act	DAX1 inh-1	PG9 Ab binder	NPR1 activator	GAA850 FXN act	ADAM17 inh	DAX1 inh-2	hgDAF-12 ag	hcDAF-12 act
O=[N+]([O-])c1cc(Br)c(O)c(/C=N/Nc2nc3ccccc3s2)c1	1	-3	-0.4	2.0	1.1	9	-0.2	1	-0.6	-0.9	5.8*
C/C(=N\NC(=O)c1ccc(Br)cc1)c1cccnc1	0	0	-0.9	0.4	-0.5	5	4.2	-2	1.0	1.4	-0.2

Further compounds
SMILES	ADAM10 inh	SMARCA2 activ	ssDAF-12 act	DAX1 inh-1	PG9 Ab binder	NPR1 activator	GAA850 FXN act	ADAM17 inh	DAX1 inh-2	hgDAF-12 ag	hcDAF-12 act
CCCn1c2ccccc2c2cnn(CC(=O)NCCCN3C(C)CCCC3C)c(=O)c21 (stereo not given)	-39	-4	-0.8	-0.6	0.2	-2	2.5	-17	5.6*	1.7	-0.3
O=c1sc2ccccc2n1CCCOc1ccccc1	-2	7	-0.1	1.1	-0.1	-2	3.4	-4	2.5	7.7	0.9
Cn1ccnc1C(O)c1ccc(OCc2ccccc2)cc1 (stereo not given)	4	3	-1.2	1.6	1.4	4	7.7*	-3	-0.4	3.1	1.0
Cc1cccc(C)c1NC(=O)COC(=O)COc1ccc2c(C)cc(=O)oc2c1	-97	0	-1.2	-0.7	0.3	-2	-0.5	-29	0.6	0.0	3.1
CSCc1nnc(NC(=O)c2ccc(S(=O)(=O)N3CCCCC3C)cc2)o1 (stereo not given)	9	-1	-0.7	-0.1	0.7	-1	1.7	6	-0.3	0.0	-2.5
Cn1c2c(c3ccccc31)CC/C2=N\O	1	-1	-0.5	0.8	2.2	5	2.8	-3	1.1	2.4	1.6
O=C(O)CCS(=O)(=O)c1cc(Br)cc2c1N(C(=O)C1CC1)CC2	2	4	-1.6	1.0	0.4	-1	1.4	-2	0.4	3.9	-0.9
CCn1c(C)cc(C(=O)COC(=O)c2cccnc2SC)c1C	2	11*	-0.4	7.9*	0.1	3	4.4	1	5.9*	15*	5.3
CCCCn1nnnc1SCC(=O)Nc1cccc(C)n1	-7	-2	-1.1	-0.6	0.5	0	0.4	-6	-0.4	0.0	0.5
CCN(CC)CCCNC(=O)c1csc(Nc2cccc3ccccc23)n1	-7	-2	-0.6	1.3	-0.9	-10	0.5	-2	1.2	-3.6	1.9
CCNC(=S)N(Cc1cc2cc(C)ccc2[nH]c1=O)C1CCCC1	-15	4	-1.4	0.7	-0.6	-5	-1.6	-6	0.1	-2.3	-1.4
COc1ccc(Cl)cc1CN1C(=O)NC2(CCCCCC2)C1=O	6	-1	-0.8	1.0	0.8	2	0.2	-1	0.0	-0.6	-2.0
CCCCCCCCCCCCN1CCSCCS1(=O)=O	-7	-5	-1.2	x	-0.6	2	x	-1	1.5	-1.2	-2.1
Cc1cc(C)cc(NC(=O)c2c(C)nc3ccccn23)c1	8	5	-1.5	-0.2	-1.0	-3	3.3	2	1.3	-0.2	-0.4
COC(=O)c1sc2nc(N)c(C#N)cc2c1N	-17	6	-1.5	1.1	-0.9	0	7.0	-4	0.2	2.6	1.3
CCCc1cc(C(=O)Nc2cccc(C(C)=O)c2)no1	7	7.9*	0.6	3.0	0.6	5	25*	-2	1.2	4.0	5.9*
CC(CCc1ccc(O)cc1)NCc1ccc(Br)cc1 (stereo not given)	-4	-2	-1.2	-2.0	-0.9	-6	-1.5	1	0.1	-1.3	-1.4
NCCCS(=O)(=O)O	-3&-5	-4&-2	-0.3&-1.4	1.3&-0.1	-0.3&0.7	4&-2	-0.8&1.8	0&-8	-0.7&-0.4	-1.5&-6.2	-0.2&0.3
Cc1sc2nc(SCC(N)=O)n(C)c(=O)c2c1C	5	0	-1.3	0.5	-1.9	0	4.6	-3	0.3	0.1	-1.1
CCCCN(C)CCN1C(=O)C2C(C(=O)Nc3cccc(OC)c3)C3C=CC2(O3)C1C(=O)NC1CCCCC1C (stereo not given)	-1	2	-1.3	-1.2	-2.0	-1	0.5	2	0.0	3.8	-1.5
O=C1Nc2ccccc2C1=Nc1cccc(Cl)c1	7	-1	-1.3	0.0	0.3	-4	0.6	2	0.1	0.0	1.4
CCSC1(SCC)N=C(N)C2(C#N)C(c3ccccc3)NC(C)=CC12C#N (stereo not given)	-314	2	-0.8	1.0	0.4	-3	-1.4	-110	0.2	-2.0	-0.8
CCOCC(=O)Nc1ccc(S(=O)(=O)N2CCOCC2)cc1	-9	-6	-1.0	1.5	0.0	-2	-1.0	-3	-0.7	-0.9	0.0

In the list so far, these contain a Cl atom:
SMILES	ADAM10 inh	SMARCA2 activ	ssDAF-12 act	DAX1 inh-1	PG9 Ab binder	NPR1 activator	GAA850 FXN act	ADAM17 inh	DAX1 inh-2	hgDAF-12 ag	hcDAF-12 act
O=C(COC(=O)COc1ccc(Cl)cc1)NC1CCCCCC1	-4	-1	-1.6	-0.5	-1.8	-2	0.1	0	0.4	-0.1	0.3
Cc1onc(-c2c(F)cccc2Cl)c1C(=O)ONC(=O)c1ccco1	-13	-2	0.1	0.3	-2.0	2	-0.8	-5	0.1	-2.0	0.6
COc1cc(NC(=O)C2=C(C)OCCS2)c(Cl)cc1C(=O)NCCN1CCN(C)CC1	6	-4	-1.5	-0.6	-2.3	6	1.3	-3	0.1	1.6	-1.3
CC(C)(C)Nc1c(-c2ccc(O)cc2)nc2ccc(Cl)cn12	-14	-1	0.5	1.9	-0.9	2	1.4	-8	-0.2	0.5	-1.7
CCN1CCCC1CNS(=O)(=O)c1ccc(Cl)c(C(F)(F)F)c1 (stereo not given)	-6	-2	-1.3	-0.9	-0.1	-4	1.4	-6	-0.2	1.9	3.2
COc1ccc(Cl)cc1CN1C(=O)NC2(CCCCCC2)C1=O	6	-1	-0.8	1.0	0.8	2	0.2	-1	0.0	-0.6	-2.0
O=C1Nc2ccccc2C1=Nc1cccc(Cl)c1	7	-1	-1.3	0.0	0.3	-4	0.6	2	0.1	0.0	1.4

Compound activity: PubChem BioAssay, several laboratories
